A-T KAP1 phos: qHTS Assay for Identifying a Potential Treatment of Ataxia-Telangiectasia; […] A-T fibroblasts, KAP-1 phosphorylation AlphaLISA; neocarzinostatin DNA damage 30 min before lysis; AID 485349, 2010; Potency, µM (titrated, usually from 57.5 µM), without a hit: at the highest dose activation, most hits filed as activators; hit rate 0.19% among 320,000; further: potency means the concentration at half of the fitted maximal effect; % of control where 0% means no effect; nearly all actives have a fitted effect of over 45% in size
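hTERT-immortalized A-T patient fibroblasts ([…]), 500 cells/well in OPTI-MEM, 1% FBS, got compounds for 60 min, then NCS for 30 min at 37C. Lysates were then assayed for phospho-KAP-1 by AlphaLISA (anti-pKAP1 donor, anti-KAP1 acceptor beads), 6 hr at 25C.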
PTAP TSG101 blk: qHTS Assay for Iinhibitors of HIV-1 Budding by Blocking the Interaction of PTAP/TSG101. Tumor susceptibility gene 101 protein (Homo sapiens), Q99816. Fluorescence polarization, FITC-PTAP peptide / Tsg101 binding. Potency, µM (series often up to 115 µM), inactives show at the top dose activity change, negative = inhibition, actives largely listed as inhibitors. 340,000 tested, under 10 active. AID 493005, 2010; active means well fitted inhibition curve with a large enough effect in the main read-out, with a control signal flat, not every such curve was filed as active; inconclusive means small, poorly fitted or top-dose-only effect, or effect the other way, or a change in a side signal; inactive means no such curve, though single readings can be large or run the other way; further: potency means the concentration at half of the fitted maximal effect; % of control where 0% means no effect
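Tsg101 binding domain (10 uM final) was mixed with compound and a FITC-labeled PTAP peptide (50 nM final) in HEPES pH 7.5 buffer with NaCl, Tween 20, EDTA and TCEP; fluorescence polarization was read after 20 min at r.t.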
S-ASM inh: Inhibitors of Secretory Acid Sphingomyelinase (S-ASM): qHTS. Sphingomyelin phosphodiesterase (Homo sapiens), P17405. placental ASM, HMU-PC fluorogenic substrate, 60 min. Potency, µM (doses to about 57.5 µM), without a hit: top-dose activity change, negative = inhibition, actives largely listed as inhibitors. hit rate 0.006% among 340,000; further: potency means the concentration at half of the fitted maximal effect
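qHTS format. ASM enzyme prepared from human placenta hydrolyses the fluorogenic substrate HMU-PC0 (9 uM final) over 60 min at 37 °C after a 10 min compound preincubation.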
CXXC DNA block: qHTS Fluorescence Polarization Assay for Inhibitors of MLL CXXC domain - DNA interaction. AID 2662, 2010. hit rate 0.037% among 290,000. Potency, µM (doses to about 115 µM), without a hit: at the top dose activity change, negative = inhibition, hits mostly inhibitors. MLL-CXXC / FITC-HOXA9 DNA fluorescence polarization; active means well fitted inhibition curve with a large enough effect in the polarisation, with a control signal flat, not every such curve was filed as active; inconclusive means small, poorly fitted or top-dose-only effect, or effect the other way, or a change in a side signal; inactive means no such curve, though single readings can be large or run the other way; the % refers to the polarisation; further: potency means the concentration at half of the fitted maximal effect
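Purified MLL-CXXC (added from a 7 uM solution) was preincubated 5 min at ambient with pinned compounds in 50 mM Tris-HCl pH 7.5, 50 mM NaCl, 1 mM DTT, 0.05% BSA. Fluorescein-labeled HOX-A9 DNA (50 nM solution) followed, 30 min, then polarization read.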
Mito fusion act: qHTS Assay for Small Molecule Inhibitors of Mitochondrial Division or Activators of Mitochondrial Fusion | S. cerevisiae fusion-defective mutant growth rescue, CellTiterGlo 48 h | Potency, µM (series often up to 46.1 µM), inactives show at the top dose growth rescue (activation), usual class: activators | hit rate 0.23% among 320,000;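 further: potency means the concentration at half of the fitted maximal effect; % of control where 0% means no effect; nearly all actives have a fitted effect of over 45% in size; temperature-sensitive fusion mutants such as fzo1-1 at 37 °C on non-fermentable ethanol glycerol medium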
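S. cerevisiae fusion-defective temperature-sensitive mutants (e.g. fzo1-1, mgm1-5) grown 48 h at 37C in YPEG (ethanol/glycerol non-fermentable) medium with 23 nl compound per well; growth rescue read as CellTiterGlo luminescence.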
TCR activator: Activators of T cell receptors: qHTS campaign | 330,000 tested, under 10 active | AID 504894, 2011 | primary human leukocytes, anti-CD3, IL-2 HTRF, 48 h | Potency, µM (top dose mostly 9.22 µM), inactives show top-dose activation of IL-2 secretion, hits mostly activators; further: % of control where 0% means no effect
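Primary human leukocytes were stimulated with a-CD3 beads plus compounds for 48 hr without co-stimulation; secreted IL-2 was quantified by HTRF using a-IL-2-K (europium cryptate) and a-IL-2-d2, excited at 320nm with acceptor emission read at 665nm.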
MBNL1 CUG block: qHTS Assay for Inhibitors of MBNL1-poly(CUG) RNA binding. Potency, µM (top dose mostly 57.5 µM), without a hit: at the top dose activity change, negative = inhibition, most hits filed as inhibitors. hit rate 0.036% among 280,000. TR-FRET MBNL1-His/biotin-(CUG)12 binding, 665/545 ratio. Muscleblind-like protein 1 (Homo sapiens), Q9NR56; active means well fitted inhibition curve with a large enough effect in the signal ratio, with a control signal flat, not every such curve was filed as active; inconclusive means small, poorly fitted or top-dose-only effect, or effect the other way, or a change in a side signal; inactive means no such curve, though single readings can be large or run the other way; the % refers to the signal ratio; further: potency means the concentration at half of the fitted maximal effect; on the % scale 0 is the no-effect control and ±100 the full control effect
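Compounds (final 92 nM to 58 uM) are added to His-tagged MBNL1 and biotin-(CUG)12, then terbium anti-His antibody and streptavidin-XL665 (5 nM final). After 60 min at room temperature, the 665/545 nm ratio is read.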
TSHR antag: Antagonists of the Thyroid Stimulating Hormone Receptor: HTS campaign | Thyrotropin receptor (Homo sapiens), P16473 | TSHR-expressing cells, TSH-stimulated cAMP HTRF, 2 h; hits give low values | activity change, negative = inhibition, % at 11.5 µM | hit rate 0.2% among 330,000 | AID 504810, 2011;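 active means activity change below a set negative limit, meaning inhibition stronger than a set level, cut at about -70% in these data; inconclusive means activity change between two set negative limits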; further: on the % scale 0 is the no-effect control and ±100 the full control effect
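TSHR-expressing cells, 200/well, pre-treated with compound, then stimulated with EC80 TSH (4nM final) for 2 hours at 37 deg C. cAMP measured by competitive HTRF: anti-cAMP cryptate antibody in lysis buffer plus cAMP-d2, read after 30 minutes at room temperature.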
Menin-MLL TR inh: qHTS Assay for Inhibitors Targeting the Menin-MLL Interaction in MLL Related Leukemias: Competition With Texas Red Labeled MLL-derived Mutant Peptide; O00255; hit rate 0.23% among 270,000; Menin + Texas Red MLL mutant peptide, fluorescence polarization; Potency, µM (titrated, usually from 61.6 µM), for the others: at the highest dose FP activity change, negative = inhibition, most hits filed as inhibitors; active means well fitted inhibition curve with a large enough effect in the polarisation, with a control signal flat, not every such curve was filed as active; inconclusive means small, poorly fitted or top-dose-only effect, or effect the other way, or a change in a side signal; inactive means no such curve, though single readings can be large or run the other way; the % refers to the polarisation; further: potency means the concentration at half of the fitted maximal effect; % of control where 0% means no effect; many of its hits are not listed in these tables
Integrin act MD: qHTS for Activators of Integrin-Mediated Alleviation for Muscular Dystrophy. alpha7betagal myoblasts, beta-gal FDG fluorescence, 48 h. Potency, µM (highest dose often 38.3 µM), without a hit: top-dose activation, actives largely listed as activators. hit rate 0.064% among 350,000;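 further: potency means the concentration at half of the fitted maximal effect; 100% = response of the positive control SU9516; nearly all actives have a fitted effect of over 60% in size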
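Alpha7betagal+/- myoblasts (passage 13) were plated 16-24 hr, then exposed to compounds (1:260 dilution of DMSO stock) for 48 hours at 37C. After MPER lysis, β-galactosidase reporter activity was read as FDG fluorescence (ex 480/em 540) after 30 minutes.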
* marks the source's active call; other numbers are inactive results; ? = inconclusive; . = not tested or not shown; [ ] = remark or other dose. Unless noted, the call rests on the fitted dose curve; in most records, active means well fitted curve in the direction sought with a large enough effect; inconclusive means small, poorly fitted or top-dose-only effect, or another doubt; inactive means no such curve, though single readings can be large; an effect the other way counts as inactive or inconclusive.

Structure	A-T KAP1 phos	PTAP TSG101 blk	S-ASM inh	CXXC DNA block	Mito fusion act	TCR activator	MBNL1 CUG block	TSHR antag	Menin-MLL TR inh	Integrin act MD
COC(=O)c1cc(NCc2ccc3c(c2)OCO3)ccc1N1CCOCC1	-6%	.	7%	-4%	1%	.	15%	-3	-27%	-6%
O=C(NC1CCCN(Cc2ccc(Cl)cc2)C1)C1CCC1 (centres undefined)	-3%	-3%	2%	3%	4%	3%	-7%	11	1%	10%
COC(=O)Nc1ccc(S(=O)(=O)NC2CCS(=O)(=O)C2)cc1 (centres undefined)	-1%	1%	10%	-1%	0%	-15%	0%	10	.	11%
CCN(CC)c1ccc(/C=N/O)cc1	-2%	-1%	3%	6%	1%	8%	11%	-1	5%	25%
Cc1cc(OCCN2CCOCC2)ccc1[N+](=O)[O-]	3%	-11%	17%	17%	-5%	9%[46.1 µM]	13%	7	-6%	21%
CN1/C(=C/C(=S)NC(=O)C2CCC2)C(C)(C)c2ccccc21	-6%	-1%	-5%	1%	4%	.	.	2	-6%	-43%
Cc1c(NS(=O)(=O)c2ccc(S(=O)(=O)c3ccccc3)s2)c(=O)n(-c2ccccc2)n1C	-5%	-4%	6%	-4%	0%	2%	-4%	0	.	11%
COc1ccccc1N1CCN(C(=O)CCN2C(=O)c3cccc4cccc(c34)C2=O)CC1	11%	-1%	-2%	-10%	3%	3%	58%[activator]	-13	-6%	17%
COC(CN(C)C(C(=O)NC1CCCCC1)c1ccccc1)OC (centres undefined)	0%	-1%	0%	11%	2%	-1%	3%	-2	4%	4%
Cc1ccc(/C=N/N=C2/NC(=O)CS2)o1	1%	-4%	0%	-8%	-1%	-1%	?	-3	5%	-5%
CCN(c1cccc(C)c1)C1C(=O)c2ccccc2N1C(C)=O (centres undefined)	1%	-3%	4%	-13%	-23%	-7%	4%	-6	-9%	-11%
CCCCOc1cccc(C(=O)NC(=S)Nc2cccnc2)c1	4%	0%	-5%	3%	0%	-5%[46.1 µM]	.	-2	-2%	-16%
O=C(NN1C(=O)C2C3C=CC([C@@H]2C1=O)C31CC1)c1ccccc1 (some centres undefined)	0%	-1%	2%	9%	-1%	10%	0%	-5	.	-9%
Cc1cc(N/N=C2\CC(C)CC(C)(C)C2)nc2ccccc12 (centres undefined)	0%	0%	56%[activator]	3%	-13%	3%	-4%	-6	?	-41%
CCN1/C(=C/C=C/C=C/C=C/c2sc3ccccc3[n+]2CC)Sc2ccccc21	13%	2%	-25%	?	-8%	0%	17%	2	?	-73%[inhibitor]
O=C(OCC(=O)c1c[nH]c2ccccc12)c1cncc(Br)c1	18%	-3%	-6%	.	.	0%	.	.	.	30%
Cc1ccc2[nH]c3c(=O)n(Cc4ccncc4)cnc3c2c1	.	-1%	0%	5%	-1%	-3%	-5%	2	-2%	-1%
COc1ccc(CCNC(=O)c2cc(C(C)C)on2)cc1OC	5%	1%	6%	0%	-13%	-5%	-5%	6	-4%	20%
CC(=O)Nc1ccc(S(=O)(=O)N2CCCN(S(=O)(=O)c3ccc(NC(C)=O)cc3)CC2)cc1	0%	-1%	-2%	-2%	-2%	4%	3%	14	4%	2%
Cc1ccc(Cl)cc1NC(=S)Nn1cnnc1	-12%	-2%	-2%	6%	-17%	2%	?	-4	.	-21%
O=C(NNC(=S)Nc1cccc(Cl)c1)c1ccccc1OC(F)F	-5%	0%	0%	-8%	15%	2%[46.1 µM]	-13%	0	2%	8%
COc1cccc(CNC(=O)Cn2c(=O)oc3ccccc32)c1OC	6%	-3%	-1%	-6%	3%	-2%	-5%	18	-18%	-2%
CCOP(=O)(OCC)C(NC(=O)Nc1ccc(Cl)cc1)C(=O)N(CC)CC (centres undefined)	0%	-5%	-1%	-1%	-1%	2%[46.1 µM]	-17%	-7	1%	?
Cc1c(C)n(CC(O)CN2CCCCCC2)c2ccccc12 (centres undefined)	-3%	-5%	4%	2%	-13%	4%	11%	1	-5%	0%
Cc1ccc(CNC(=O)CS(=O)(=O)c2cn(CC(=O)N3CCOCC3)c3ccccc23)cc1	1%	-2%	4%	7%	-2%	2%	0%	17	.	23%
O=C(COc1ccc(Br)cc1)NCCCNC(=O)c1ccncc1	-6%	1%	1%	?	-2%	5%	0%	4	-3%	?
CCN(CC(=O)Nc1ccc2c(c1)OCCO2)C(=O)/C=C/c1ccc(F)cc1	1%	-2%	-1%	-8%	-2%	-2%	-1%	2	-12%	14%
CCn1c(C)c(C(C)=O)c(N2CCN(c3ccccn3)CC2)nc1=S	.	.	1%	0%	-6%	.	6%	.	-19%	7%
COc1ccc(-c2csc(Cc3nc(O)cs3)n2)cc1	4%	-2%	3%	34%[activator]	4%	-3%	.	1	?	-67%[inhibitor]
O=C(O)c1sc2ncccc2c1OCc1ccccc1	-2%	-2%	2%	5%	-3%	-4%	-5%	-13	-21%	-28%
COc1ccc(Cc2noc(-c3ccccc3)n2)cc1OC	-16%	-6%	2%	-5%	-5%	-4%	2%	-5	-14%	4%
CCCCc1ccc(NC(=O)OC)cc1	1%	-3%	-1%	-8%	1%	4%	-6%	-9	-1%	-30%
Cc1ccc(CN2C(=O)c3ccccc3NC23CCN(Cc2ccccc2)CC3)cc1	0%	-2%	78%[activator]	28%	5%	7%	10%	2	2%	6%
O=C(COC(=O)Cc1ccsc1)NCC1CCCCC1	.	-10%	0%	7%	11%	1%	-1%	-11	0%	21%
CCCCNC(=O)OCCNC(=O)NC	3%	-4%	1%	1%	-7%	1%	7%	-1	18%	-2%
O=C(c1cc(-c2ccc(Cl)cc2)n[nH]1)N1CCN(C(=O)c2ccco2)CC1	4%	6%	-2%	-8%	6%	-2%	3%	24	4%	30%
CC1Cc2ccccc2N1C(=O)CSc1nc2ccccc2s1 (centres undefined)	4%	-4%	-4%	6%	24%	13%[46.1 µM]	-3%	-24	8%	10%
Cc1ccc(CCNC(=O)CN2C(=O)COc3ccc(S(=O)(=O)N4CCCCC4)cc32)cc1	-7%	0%	0%	-6%	?	4%	-6%	1	.	10%
CCCC(=O)OCC(=O)Nc1ccc(OC(F)F)cc1	.	-5%	5%	-9%	1%	-3%	-10%	-2	-4%	?
CCOc1ccc(NC(=O)CN(C)C(=O)c2cccnc2Sc2ccccc2Cl)cc1OCC	-1%	-1%	1%	.	3%	-5%	.	-9	.	-23%
O=C(CCC(=O)N1CCOCC1)NCCc1ccccc1	14%	-1%	1%	.	-4%	-20%	.	8	.	-8%

An excerpt from above in order of heavy-atom count, lowest first.
Structure	A-T KAP1 phos	PTAP TSG101 blk	S-ASM inh	CXXC DNA block	Mito fusion act	TCR activator	MBNL1 CUG block	TSHR antag	Menin-MLL TR inh	Integrin act MD
CCCCc1ccc(NC(=O)OC)cc1	1%	-3%	-1%	-8%	1%	4%	-6%	-9	-1%	-30%
COc1ccc(Cc2noc(-c3ccccc3)n2)cc1OC	-16%	-6%	2%	-5%	-5%	-4%	2%	-5	-14%	4%
CC1Cc2ccccc2N1C(=O)CSc1nc2ccccc2s1 (centres undefined)	4%	-4%	-4%	6%	24%	13%[46.1 µM]	-3%	-24	8%	10%

These rows are one share of the data (hit frequency here may not be typical).
